Rin1-Abl PPI inh = blocks binding of human Rin1 to Abl. inhibition, % at 7.35 µM. hit rate 0.4% among 360,000. TR-FRET Rin1/Abl binding, biochemical. AID 588664. P00519+Q13671; in the data active = inhibition above about 5%, passing the limit was not always enough
PABP1 MLLE inh = inhibitors of microRNA-mediated deadenylation, human PABP1 MLLE binding; P11940; GST-MLLE / FITC-PAM2 fluorescence polarization; inhibition, % at 20 µM; hit rate 0.36% among 360,000; in the data active = inhibition above about 35%, passing the limit was not always enough;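 note: plate controls were DMSO wells with GST-MLLE for no effect and wells lacking GST-MLLE protein for full effect; some results filed as inactive read as strong as hits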
E coli Lon inh = inhibitors of E. coli Lon protease; hit rate 0.42% among 360,000; inhibition, % at 7.94 µM; purified E. coli Lon protease, fluorescence polarization; AID 602123; in the data active = inhibition above about 13%, passing the limit was not always enough;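 note: 0% = enzyme with probe and DMSO and 100% = no enzyme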
Neddylation inh = inhibitors of human cullin neddylation. AID 651699. calls only at 25 µM. TR-FRET cullin neddylation, biochemical. P61081+Q13564. hit rate 0.58% among 360,000; in the data active = inhibition above about 36%
Target sequence (P61081 whole entry, looked up): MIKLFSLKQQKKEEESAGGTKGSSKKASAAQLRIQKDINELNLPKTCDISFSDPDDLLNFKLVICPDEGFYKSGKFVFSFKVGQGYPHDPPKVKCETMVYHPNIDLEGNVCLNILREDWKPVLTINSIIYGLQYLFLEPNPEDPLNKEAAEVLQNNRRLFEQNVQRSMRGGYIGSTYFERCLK
Target sequence (Q13564 whole entry, looked up): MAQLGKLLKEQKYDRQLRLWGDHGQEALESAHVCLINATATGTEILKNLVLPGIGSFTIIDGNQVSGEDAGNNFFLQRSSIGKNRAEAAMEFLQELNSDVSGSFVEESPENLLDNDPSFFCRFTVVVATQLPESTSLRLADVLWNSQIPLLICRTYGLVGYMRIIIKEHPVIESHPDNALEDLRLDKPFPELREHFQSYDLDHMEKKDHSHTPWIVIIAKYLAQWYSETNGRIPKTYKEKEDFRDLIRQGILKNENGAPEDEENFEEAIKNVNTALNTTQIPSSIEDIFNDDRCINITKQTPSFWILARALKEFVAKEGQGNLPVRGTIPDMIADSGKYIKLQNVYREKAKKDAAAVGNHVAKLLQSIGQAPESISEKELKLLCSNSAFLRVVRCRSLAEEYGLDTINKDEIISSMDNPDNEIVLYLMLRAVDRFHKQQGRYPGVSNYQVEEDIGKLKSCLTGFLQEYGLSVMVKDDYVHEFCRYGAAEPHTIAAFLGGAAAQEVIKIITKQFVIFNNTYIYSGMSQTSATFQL
MT1-MMP act inh = inhibitors of human MT1-MMP activation. P50281. HT1080 RFP-PRO-GFP cells, GFP/RFP ratio fluorescence, overnight; percent of plate control window, DMSO zero. GFP/RFP ratio change, % at 20 µM. hit rate 0.061% among 360,000;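 active = GFP/RFP ratio change of at least 30% with cell ATP level not reduced by more than half and red fluorescence within 50% of control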; note: strong numbers were not always called active
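Assay system – RFP-PRO-GFP reporter HT1080 cells · Compound dosing – single dose of 20 µM compound, 1% DMSO final · Incubation – overnight compound exposure at 37 °C · Measure – GFP/RFP fluorescence ratio · Benchmarks – DMSO wells and RFP-L50D-GFP cells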
CendR NRP1 mod = modulators of CendR peptide binding to human neuropilin-1; O14786; hit rate 0.85% among 360,000; AID 602438; inhibition, % at 25 µM; FAM-RPARPAR peptide binding to NRP-1, fluorescence polarization;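 active = inhibition or corrected inhibition above about 18%, plus a signal ratio from 0.5 to 1.5, limit read from the data, passing the limit was not always enough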; note: strong numbers were not always called active
MsrA act = activates bovine MsrA enzyme; purified bovine MsrA, absorbance read-out; activation, % at 10.6 µM; hit rate 0.3% among 360,000; AID 602163; in the data active = activation above about 7.5%;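 note: 0% = vehicle and 100% = reference activator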
SKN-1 block = inhibitors of C. elegans SKN-1; C. elegans VP596 Pgst-4::GFP/RFP ratio, acrylamide-induced, 24 h; hit rate 0.49% among 360,000; inhibition, % at 21.8 µM; AID 624304;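 active = interference check ratio from 0.5 to 1.5 plus GFP to RFP signal ratio inhibition reaching or exceeding a fixed threshold, cut at about 30% in these data, passing the limit was not always enough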; note: some compounds called inactive have numbers as strong as hits
FAS TE block = blocks the thioesterase domain of human fatty acid synthase. inhibition, % at 15 µM. hit rate 0.67% among 360,000. P49327. recombinant FAS-TE, OMFH fluorogenic substrate, fluorescence endpoint;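 active = compounds whose normalised, plate-corrected inhibition of enzyme fluorescence in the single-dose primary screen is 50% or more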;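 note: 0% = DMSO with enzyme and 100% = substrate without enzyme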
The depositor's hits bear a star; i = inactive; · = not tested or not shown. The order is random, and some 4% of all compounds hit somewhere here.

SMILES	Rin1-Abl PPI inh	PABP1 MLLE inh	E coli Lon inh	Neddylation inh	MT1-MMP act inh	CendR NRP1 mod	MsrA act	SKN-1 block	FAS TE block
Cn1c(SCc2ccccc2Cl)nc2c1c(=O)[nH]c(=O)n2C	0	-5	0	i	4	-1	-5	-26	-1
O=[N+]([O-])c1cc2c(c(CSc3nnc(Nc4ccccc4)s3)c1)OCOC2	-2	-57	-28	i	-1	-1	-2	1	11
O=C(COc1ccc([N+](=O)[O-])cc1)Nc1ccc2c(c1)nc1n2CCOC1	2	1	-7	i	0	2	-5	-14	4
COc1ccc(CN(C)C(=O)[C@H]2O[C@@H](n3ccc(=O)[nH]c3=O)[C@H](O)[C@@H]2O)cc1OC	2	0	-4	i	0	-2	-9	-2	-7
COc1cc(NC(=O)c2cc(OC)c(OC)c(OC)c2)cc(-n2cnnn2)c1	1	-11	-2	i	8	-25	-3	10	6
Cn1nnnc1SCC(=O)Nc1ccccc1C(=O)NC1CC1	-3	-27	-3	i	5	19	1	3	-9
C=CCn1c(CCNC(=O)c2cccs2)n[nH]c1=S	-1	-15	3	i	3	-10	-2	13	-3
O=C(CN1C(=O)C2(OCCCO2)c2ccccc21)NCCc1ccccc1	-1	-15	9	i	4	-2	-3	3	-3
CC(C)c1ccc(/C=N/NC(=O)CCNC(=O)c2ccccc2)cc1	2	135	-2	i	2	13	1	-8	-3
CN(CC(=O)Nc1ccccc1Cl)C(=O)COC(=O)c1cc([N+](=O)[O-])ccc1N1CCOCC1	-3	-5	-12	i	7	-3	-5	-10	42
COc1ccc(NC(=O)CSc2n[nH]c(C(C)C)n2)c([N+](=O)[O-])c1	1	3	-4	i	-2	7	-12	-8	0
CCC(=O)N(C)C(c1ccccc1Cl)c1nnnn1-c1c(C)cccc1C (stereo not drawn)	2	5	-2	i	-3	-4	0	-18	0
CNC(=O)c1sc(N2N=C3/C(=C/c4ccccc4)CCCC3C2c2ccccc2)nc1C (stereo not drawn)	-2	-32	-9	·	-29	-41	-4	11	28
Cc1cccc(NC(=O)C2CCN(S(=O)(=O)c3ccc4c(c3)OCCO4)CC2)n1	-1	-9	5	i	3	1	-2	2	-2
NCC1OC(n2cnc3c(N)ncnc32)CC1O (stereo not drawn)	1	-9	-2	i	-1	12	-4	13	-8
O=C(NCc1ccc2c3c(cccc13)C(=O)N2)c1cccs1	-3	5	-2	i	-2	-11	-2	-7	-3
CCO[C@H]1OC(C(=O)Nc2ccccc2)=C[C@@H](c2coc3ccccc3c2=O)[C@@H]1CCCO	0	0	-2	i	2	8	1	8	-5
O=C(CN1CCN(c2ccc([N+](=O)[O-])cc2)CC1)Nc1ccccn1	-3	-1	-9	i	4	-2	-7	-6	0
CCn1c(O)c(/C=C2\C=Nc3ccccc32)sc1=Nc1ccc(C)cc1	3	-5	-3	i	1	-6	3	8	4
Cc1ccc(-n2nc3c(c2NC(=O)c2ccco2)CS(=O)C3)c(C)c1 (stereo not drawn)	4	-43	5	i	1	-5	-5	0	-10

Single entries from the entries so far:
Result of Cn1c(SCc2ccccc2Cl)nc2c1c(=O)[nH]c(=O)n2C in PABP1 MLLE inh: -5
Result of COc1ccc(NC(=O)CSc2n[nH]c(C(C)C)n2)c([N+](=O)[O-])c1 in MT1-MMP act inh: -2

Further records
SMILES	Rin1-Abl PPI inh	PABP1 MLLE inh	E coli Lon inh	Neddylation inh	MT1-MMP act inh	CendR NRP1 mod	MsrA act	SKN-1 block	FAS TE block
O=C(COc1ccc(S(=O)(=O)N2CCOCC2)cc1Cl)NCc1ccco1	2	-10	2	i	2	0	-6	5	0
Cc1cc(NCC(=O)Nc2ccc(C)c(S(=O)(=O)N3CCOCC3)c2)ccc1Br	-4	-3	-13	i	3	12	-3	-2	17
CC1Cc2ccccc2N1C(=O)c1cnc2n(c1=O)CCS2 (stereo not drawn)	-2	-2	-2	i	4	3	-6	14	-8
CC(C)Oc1ccc(C(=O)/C=C2/C(=O)Nc3ccccc32)cc1	1	-9	0	i	-3	-4	-1	9	-4
CCOC(=O)C1=C(CNC(C)(C)CC(C)(C)C)NC(=O)NC1c1cccc([N+](=O)[O-])c1 (stereo not drawn)	0	-4	1	i	2	6	1	4	28
COc1ccc(CN2C(=O)C(CC(=O)NCCCN(C)C)CC(C(=O)N3CCCCCC3)=C2C)cc1 (stereo not drawn)	·	·	0	i	5	-18	-1	8	1
Cn1c(SCC(=O)Nc2ccc3c(c2)oc2ccccc23)nnc1-c1ccccc1	0	-109	4	i	-3	-14	1	8	-1
CC(=O)Nc1cc(-c2nn(C)c(=O)c3ccccc23)ccc1N1CCCCC1	-1	1	-12	i	5	-3	-11	-16	-4
CC(C)c1ccccc1	4	10	1	i	1	-3	-2	8	-5
O=C(CN1C(=O)C2(OCCO2)c2cc(Br)ccc21)NO	0	-4	11	i	-18	-8	-6	-10	-9
O=c1[nH]c2ccccc2cc1CN(Cc1ccco1)S(=O)(=O)c1ccccc1	3	2	-8	i	-3	0	-8	-7	2
Cc1ccc(SCC(=O)NC(=O)Nc2ccc3c(c2)OCCO3)c(C)c1	-2	14	-3	i	-2	8	1	8	-6
CN(Cc1ccc(C(F)(F)F)cc1)C(=O)[C@H]1O[C@@H](n2cnc3c(N)ncnc32)[C@H](O)[C@@H]1O	3	6	-1	i	2	-2	-10	4	0
CC(=O)Nc1c(O)c2cccc3c2n(c1=O)CCC3	-2	-14	-2	i	0	1	-7	0	4
O=C(CSc1nc2cc3c(cc2c(=O)n1CCC1=CCCCC1)OCO3)NCc1ccco1	2	6	-2	i	0	-11	1	-5	-6
CCCS(=O)(=O)N1CCCC(C(=O)NCCCOCC)C1 (stereo not drawn)	2	3	-8	i	-2	3	-4	-18	-7
CCCCC(=O)Nc1ccc(Cl)cc1F	-1	1	2	i	-1	-7	-2	8	-1
CCOC(=O)C1=C[C@@H](C(C)C)N(S(=O)(=O)c2ccc(C)cc2)[C@H]1c1ccc(C(C)C)cc1	1	0	-7	i	-2	8	-1	9	24
CC(C)[C@H](NC(N)=O)C(=O)NCCc1ccc(Cl)cc1	1	-12	-6	i	2	0	-10	4	-10
CCN(CC)c1ccc(/C=C(/C#N)c2nc3ccccc3[nH]2)c(OC(C)C)c1	-2	144	-479	i	-429	129	-7	-1	-60

Full records, looked up by structure. Values in the order: Rin1-Abl PPI inh | PABP1 MLLE inh | E coli Lon inh | Neddylation inh | MT1-MMP act inh | CendR NRP1 mod | MsrA act | SKN-1 block | FAS TE block
CN(Cc1ccc(C(F)(F)F)cc1)C(=O)[C@H]1O[C@@H](n2cnc3c(N)ncnc32)[C@H](O)[C@@H]1O is listed with 3 | 6 | -1 | i | 2 | -2 | -10 | 4 | 0
CCCCC(=O)Nc1ccc(Cl)cc1F is listed with -1 | 1 | 2 | i | -1 | -7 | -2 | 8 | -1
CC(C)c1ccccc1 is listed with 4 | 10 | 1 | i | 1 | -3 | -2 | 8 | -5

Additional structures.
SMILES	Rin1-Abl PPI inh	PABP1 MLLE inh	E coli Lon inh	Neddylation inh	MT1-MMP act inh	CendR NRP1 mod	MsrA act	SKN-1 block	FAS TE block
Cc1cc(NC(=O)CSc2nc3ccccc3n2CCC#N)no1	2	-35	-2	i	2	-10	-7	4	-2
CC1CCN(C(=O)c2ccc(COc3ccccc3Cl)o2)CC1	1	3	8	i	-2	6	1	7	12
CC(C)CCNC(=O)c1ccc2c(SCC(=O)O)c3c(nc2c1)CCC3	-8	-14	-15	i	6	-1	-2	-2	-3
CCOC(=O)Nc1cc(C)ccc1OC	-4	-9	-1	i	1	-4	-4	7	-6
OC(c1ccc(-c2ccccc2)cc1)c1ncc(-c2ccccc2F)[nH]1 (stereo not drawn)	-3	-6	7	i	1	-7	-2	-1	5
CC(Oc1cccc(Cl)c1)C(=O)NCCCCc1ccccc1 (stereo not drawn)	-4	16	-2	i	-3	-11	-3	7	9
Cc1cc(C)n2[nH]c(=O)cc2n1	1	-13	-2	i	4	4	2	6	-5
Cc1ccc(S(=O)(=O)N(C)CC(=O)OCc2nnc(-c3ccccc3)o2)cc1	3	3	1	i	-1	-3	-13	-16	-2
COc1ccc2c(c1)c(=O)c(C(=O)O)c(-c1ccc3c(c1)OCO3)n2C	-3	-4	13	i	5	8	-4	8	-10
O=C(c1ccc(Cl)cc1)C1CCCN(Cc2cccn2-c2cccnc2)C1 (stereo not drawn)	3	-10	-2	i	-3	4	-2	3	3
Cc1ccc(/C=C/C(=O)O)cc1S(=O)(=O)NCCCO	0	-2	-2	i	3	-2	-2	25	-12
O=C(CN1C2CCC1CC(NC(=O)Nc1ccccc1)C2)NCc1ccco1 (stereo not drawn)	3	-19	-2	i	-4	4	-5	1	-6
CC(C)OP(=O)(OC(C)C)C(C)NC(=O)Cc1ccccc1 (stereo not drawn)	1	0	-7	i	1	0	17*	-7	-3
O=C(Nc1ccccc1Br)c1cc[n+]([O-])cc1	1	4	1	i	-1	1	-1	8	0
COc1ccccc1-n1cc(CN2CCN(C3CCCCC3)C(CCO)C2)cn1 (stereo not drawn)	-4	5	-7	i	-8	-6	-3	-2	-3
CCCCCCNC(=O)CCCCCNS(=O)(=O)c1ccc(Br)cc1	4	16	-6	i	-1	12	-1	2	18
COc1ccc(S(=O)(=O)n2ccc(-c3ccc(OCCN(C)c4ccccn4)cc3)n2)cc1	-2	-22	1	i	0	-2	-3	45*	29
COc1cccc(-c2cc(C(=O)O)c3cc4ccccc4cc3n2)c1OC	-2	6	11	i	-3	6	-3	9	-3
COc1cccc(NC(=O)n2nc(N)cc2-c2ccc(Cl)cc2)c1	0	3	-2	i	-1	7	-1	6	1
CNC(=S)N1CCc2cc(OC)c(OC)cc2C1	2	-126	7	i	3	-4	-6	-7	-3
Cc1nnsc1NC(=O)OCc1ccc(C(F)(F)F)cc1	-5	-4	0	i	1	-2	-1	13	-2
COc1ccc(CCNC(=O)COc2cc(C)cc3oc(=O)cc(C)c23)cc1OC	0	8	6	i	1	9	0	4	-4
COc1cc(/C=C2\SC(=S)N(CCC(=O)NC3CCCC3)C2=O)cc(OC)c1OC	1	-13	4	i	3	-10	-3	20	-12
CCN1C(=O)C(CC(=O)Nc2ccc(OC)cc2)N(CCN2CCOCC2)C1=S (stereo not drawn)	-6	-11	-2	i	4	6	-2	-6	-3
CC1(C)CC(=O)C(C(=O)/C=C/NCCc2ccccc2)C(=O)C1	-2	-11	-4	i	-6	-10	-8	-19	-5
COc1ccc(CNC(=O)c2cc3ccccc3o2)cc1OC	-5	-11	2	i	2	7	-1	14	-2
Cc1cc(C)n(Cc2ccc(Cl)nc2)n1	2	19	0	i	1	-6	-5	3	-3
Cc1nc(N2CCCCC2)c(C#N)c(C)c1[N+](=O)[O-]	3	10	4	i	-1	0	-11	4	10
COc1cc(F)ccc1S(=O)(=O)n1c(C)nc2ccccc21	-2	-6	3	i	2	4	-1	8	-1
O=C(NNC(=S)Nc1ccccc1)c1ccco1	-3	-12	-2	i	-3	-2	0	11	-8
O=C(Nc1ccc(F)c(Cl)c1)c1ccc2sc([C@H]3C[C@H](O)[C@@H](CO)O3)nc2c1	0	0	-3	i	1	-10	-1	23	-8
Cc1ccc(S(=O)(=O)N2CCN(C(=O)N3CCOCC3)C2C(C)C)cc1 (stereo not drawn)	0	2	10	i	8	4	-2	-2	-5
O=c1cc(N2CCCCC2)nc2n1CCCS2	2	13	0	i	-1	2	-10	-19	-7
O=C(O)CN1C(=O)C(=O)N(Cc2ccc(Cl)cc2Cl)C1=O	1	13	18*	i	-4	-1	-2	7	0
Cn1c([N+](=O)[O-])cnc1COC(N)=O	0	-2	4	i	2	3	0	-12	-4
CS(=O)(=O)N(CC(=O)NCc1ccco1)c1ccccc1Cl	-3	-15	-6	i	0	-19	0	0	-7
Cn1ccsc1=NC(=O)c1ccccc1F	2	-1	-6	i	4	-12	1	8	-6
